# High-throughput results as filed in PubChem BioAssay.
# CHO-K1 Ca antag = M1 antagonist counterscreen hit in parental CHO-K1 cells. ATP-induced calcium, Fluo-8 fluorescence. inhibition, % at 3 µM. 360,000 compounds, 0.6% hits;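 active = inhibition above a per-plate cutoff, the plate's mean sample inhibition plus 3 SD, cut at about 24% in these data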;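 also: 0% = DMSO plus EC80 ATP and 100% = DMSO alone without ATP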
# CHRM1 agonist = human M1 muscarinic receptor agonism; CHO-K1 hM1, Fluo-8 calcium fluorescence, agonist mode; 0% DMSO, 100% acetylcholine EC100; activation, % at 3 µM; 360,000 compounds, 0.33% hits;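 active = activation above the run's mean compound activation plus 3 SD, cut at about 16% in these data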;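 also: peak over basal fluorescence ratio within a 140 s kinetic read after compound addition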
# CHRM1 antagonist = antagonists of human M1 muscarinic receptor; P11229; CHO-K1 hM1, Fluo-8 calcium fluorescence, ACh EC80 antagonist; inhibition, % at 3 µM; 360,000 compounds, 1.3% hits; AID 588852;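 active = percent inhibition above its own plate's cutoff, namely the mean of that plate's compound wells plus 3 SD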;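 also: peak over basal fluorescence ratio during 140 s after agonist addition; 0% = ACh EC80 plus DMSO and 100% = DMSO alone without agonist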
# TAAR1 agonist = human TAAR1 agonism | activation, % at 3 µM | 360,000 compounds, 0.99% hits | Q96RJ0 | CHO RD-HGA16 TAAR1, Fluo-8 calcium fluorescence; vehicle wells 0%, saturating PEA agonist 100% | AID 624467;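 active = activation above the mean activation of all test compounds in the run plus 3 SD, cut at about 38% in these data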
# Target sequence (Q96RJ0 whole entry, looked up): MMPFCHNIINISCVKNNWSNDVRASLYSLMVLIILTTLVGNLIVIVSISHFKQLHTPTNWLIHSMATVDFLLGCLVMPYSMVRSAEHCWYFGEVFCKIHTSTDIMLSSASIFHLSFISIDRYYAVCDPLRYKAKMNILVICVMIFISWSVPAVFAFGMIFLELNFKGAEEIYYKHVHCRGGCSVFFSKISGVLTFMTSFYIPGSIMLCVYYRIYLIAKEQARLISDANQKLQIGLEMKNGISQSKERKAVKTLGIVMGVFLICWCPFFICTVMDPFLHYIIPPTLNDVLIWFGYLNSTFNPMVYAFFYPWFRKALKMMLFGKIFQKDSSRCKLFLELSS
#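 Test system: RD-HGA16 (CHO) cells co-expressing Gα16 and hTAAR1; dosing: one-point dosing at 3 µM (nominal); timing: 17-24 h seeding, 75 min 37 °C dye, 30 min RT; signal: kinetic Fluo-8 calcium fluorescence; read-out basis: % activation relative to PEA EC100 response; controls: DMSO and PEA EC100; replicates: n 1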
# CHO parental Ca = counter-screen: ATP calcium response change in parental CHO cells | parental CHO-K1, ATP-induced calcium, Fluo-8 fluorescence | inhibition, % at 5.6 µM | 330,000 compounds, 0.63% hits;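 active = inhibition above that plate's mean sample inhibition plus 3 SD, cut at about 26% in these data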;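 also: 0% = ATP-challenged DMSO wells and 100% = DMSO wells without ATP; some compounds past the cut are filed as inactive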
#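 Test system: untransfected parental CHO cell line; also added: ATP stimulus; dosing: 5.6 µM, single dose; signal: calcium-sensitive Fluo-8 fluorescence; measure: percent inhibition of ATP-evoked calcium rise, normalized to controls; benchmarks: low control ATP plus DMSO, high control DMSO only; replication: one well per compound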
# TAAR1 antag = human TAAR1 antagonism | Q96RJ0 | CHO RD-HGA16 TAAR1, Fluo-8 calcium fluorescence, antagonist | inhibition, % at 3 µM | 360,000 compounds, 1.5% hits;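 active = inhibition above a per-plate cutoff, the mean inhibition of test compounds on that plate plus 3 SD, cut at about 49% in these data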;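 also: 0% = DMSO plus EC80 beta-PEA response and 100% = DMSO alone without agonist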
#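 Assay system: RD-HGA16 CHO cells with stable hTAAR1 and Gα16 / Reagent: EC80 β-phenethylamine stimulus / Doses: 3 µM, single point / Timing: dye loading 75 min at 37 °C, then 30 min room temperature / Measured by: Fluo-8 intracellular calcium dye fluorescence, real-time kinetic reads / Controls: vehicle wells and EC80 agonist wells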
# OXTR potentiator = potentiators of human oxytocin receptor. activation, % at 3 µM. 320,000 compounds, 0.061% hits. CHO-OTR cells, Fluo-8 calcium fluorescence, potentiator mode; 0% = oxytocin EC15, 100% = EC100. AID 2445. P30559;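 active = activation above that plate's cutoff, the mean activation of tested compounds plus 3 SD, cut at about 6.6% in these data, passing the limit was not always enough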;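 also: 100% uses oxytocin at 75 nM as the full agonist control; some results filed as inactive read as strong as hits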
# Target sequence (P30559 whole entry, looked up): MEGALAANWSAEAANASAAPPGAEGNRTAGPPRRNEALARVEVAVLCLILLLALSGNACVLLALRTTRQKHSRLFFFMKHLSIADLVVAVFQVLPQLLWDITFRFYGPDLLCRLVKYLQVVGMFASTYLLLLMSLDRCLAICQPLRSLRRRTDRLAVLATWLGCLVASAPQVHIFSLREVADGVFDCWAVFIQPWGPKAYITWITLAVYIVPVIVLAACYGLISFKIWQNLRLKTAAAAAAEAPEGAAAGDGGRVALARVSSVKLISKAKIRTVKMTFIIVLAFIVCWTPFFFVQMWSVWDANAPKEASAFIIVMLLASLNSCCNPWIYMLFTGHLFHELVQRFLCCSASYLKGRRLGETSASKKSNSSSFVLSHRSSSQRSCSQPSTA
#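 Assay system: CHO cell line stably expressing human OTR. Reagent: EC15 oxytocin agonist. Dosing: single dose, 3.0 µM nominal final compound concentration. Timing: compound 6 min at room temperature before oxytocin, 100 s read. Signal: kinetic Fluo-8 calcium fluorescence. Controls: oxytocin EC15 low and EC100 high.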
# CHO-K1 Ca ag = counter-screen for M1 agonists: effect in parental CHO-K1 cells; Fluo-8 calcium fluorescence; scaled to maximal ATP response, vehicle zero; activation, % at 3 µM; 360,000 compounds, 0.48% hits; AID 602248; in the data active = activation above about 15%;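 also: untransfected CHO-K1 host cells lacking M1 receptor as counterscreen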
# CHO-K1 Ca PAM = nonselective activator or artifact in parental CHO-K1 calcium assay; ATP EC20, Fluo-8 calcium fluorescence; 0% at ATP EC20, 100% at ATP max; activation, % at 3 µM; 360,000 compounds, 0.02% hits;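 active = activation above the run cutoff, the mean activation of all test compounds plus 3 SD, cut at about 40% in these data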;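 also: peak over basal fluorescence ratio in a 140 s read after ATP addition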
# Active calls of the source: *; x = not tested or not shown.
SMILES,CHO-K1 Ca antag,CHRM1 agonist,CHRM1 antagonist,TAAR1 agonist,CHO parental Ca,TAAR1 antag,OXTR potentiator,CHO-K1 Ca ag,CHO-K1 Ca PAM
CCOC(=O)c1ccc(-c2cccc(-c3cc(=O)oc4cc(OC)cc(OC)c34)c2)cc1,-7,-2,-6,x,-27,x,x,3.0,9
CCC(=O)Nc1ccc(NC(=O)CSc2nc3cc4c(cc3cc2C)CCC4)cc1,-21,-2,4,14,-10,-12,1,0.2,18
Nc1nonc1C(=O)N/N=C/c1ccc(-c2cccc([N+](=O)[O-])c2)o1,-7,-2,1,15,-4,-3,-4,0.9,13
COc1ccc(C2C(C(=O)NCCN3CCOCC3)c3ccccc3C(=O)N2C)cc1OC (configuration not stated),-19,1,-17,6,-8,13,-7,0.5,13
COc1ccc(CN(CCC#N)C(=S)NC(=O)c2ccccc2)cc1,-2,-2,-5,3,3,-3,-12,-0.4,4
O=C(NCc1ccc(F)cc1)c1ccc(Cl)c(NC2=NC3CS(=O)(=O)CC3S2)c1 (configuration not stated),-10,-3,-11,0,-7,-8,3,0.6,29
COc1ccc(OC)c(N(CC(=O)Nc2ccc3c(c2)OCO3)S(=O)(=O)c2ccccc2)c1,-9,-1,11,21,-10,22,-6,3.8,23
CCOC1=C2CN(S(=O)(=O)c3ccc(C)cc3)[C@@H](c3cccs3)C[C@H]2[C@H]2C(=O)N(c3ccccc3)C(=O)[C@H]2C1,27*,-1,2,6,x,-12,x,-0.2,-4
CCOC(=O)c1ccc(N2C(=O)Cc3ccccc3C2=O)cc1,-7,-6,11,-3,-6,1,5,-0.7,-21
CN1OC[C@@H]2CN(Cc3cc(Cl)cc(Cl)c3)[C@H](c3cccc(Oc4ccccc4)c3)C[C@@H]21,-3,-5,-3,0,x,0,x,1.0,15
CCc1nc(Sc2nnnn2-c2ccccc2)c2c3c(sc2n1)CCCC3,11,-6,3,-1,-19,-7,-4,-0.1,-9
COc1ccc(OC)c(NC(=O)CSc2nnc(C)n2Cc2ccccc2)c1,-3,5,-9,0,-6,-9,1,-0.5,-4
O=c1[nH]c2ccc(NS(=O)(=O)c3ccc4ccccc4c3)cc2[nH]1,-14,-3,7,9,-4,13,-2,1.7,-22
Cc1cc(=O)oc2c3c(cc(OCC(=O)NCc4cccnc4)c12)OC(C)(C)CC3,6,-9,-2,2,-20,-3,0,1.6,-1
Cc1ccc(NC(=O)NC2CCCCC2)c(C)c1,0,-3,-5,0,0,-2,-4,0.3,11
COc1ccc(NC(=O)C23CC4CC(C2)CC(n2cnc(Br)n2)(C4)C3)c(OC)c1,-12,-3,-5,0,-26,16,-6,0.3,17
Fc1ccc(OCc2nc(-c3ccncc3)n[nH]2)cc1,-1,-5,7,0,-9,4,-5,0.7,-4
COc1ccc(OCCNS(=O)(=O)c2cccc([N+](=O)[O-])c2)cc1,-17,-3,3,1,-16,-3,-7,4.1,16
COc1ccccc1N/C=C1/Sc2cc(Cl)ccc2NC1=O,x,x,x,3,-4,-10,-9,x,x
CSCc1ccc(C(=O)Nc2cccc(C)c2C)cc1,-1,-9,-6,-3,-9,8,1,0.2,11
Cc1ccc(S(=O)(=O)NC2CCCCC2)c(C)c1NS(C)(=O)=O,12,-4,-8,2,-9,-10,-9,-0.9,-9
O=C(NC1(C(F)(F)F)NC(=O)N(Cc2ccco2)C1=O)c1cccnc1 (configuration not stated),-14,-3,-10,-1,-13,6,-7,0.4,18
COC(=O)C1=C(C)NC(C)=C(C(=O)OC)C1C(=O)OCc1nnc(-c2ccccc2Cl)o1,12,-4,-7,4,x,11,x,5.5,-21
CN(C)S(=O)(=O)Nc1cc(Cl)cc(Cl)c1,-2,-3,-3,4,-18,1,5,1.8,24
COc1cc2c(cc1OC)C(C(=O)Nc1cc(OC)c(OC)c(OC)c1)C(c1cccnc1)N(C)C2=O (configuration not stated),5,-3,22,2,-4,-22,-13,0.2,-10
# Continuation.
SMILES,CHO-K1 Ca antag,CHRM1 agonist,CHRM1 antagonist,TAAR1 agonist,CHO parental Ca,TAAR1 antag,OXTR potentiator,CHO-K1 Ca ag,CHO-K1 Ca PAM
C/C(=N\NC(=O)c1nnn(-c2nonc2N)c1CSc1ccc(Cl)cc1)c1ccco1,-5,-1,-5,0,0,-6,-13,0.5,11
COc1ccc(C(CC(=O)N2CCCCC2)c2c(OC)cc(OC)c3c(-c4ccccc4)cc(=O)oc23)cc1 (configuration not stated),-4,-8,2,1,-13,3,-1,-0.2,-8
O=C(NCCCN1CCCC1)c1cc2c(Cl)nc3ccccc3c2s1,11,-9,3,3,-13,-7,-5,-0.6,-1
Cc1cc2oc3ccc(NCCC4CCCN4C)cc3c(=O)c2cc1C (configuration not stated),3,-8,14,3,-14,5,-2,1.9,-12
Cc1oc(-c2ccc(F)cc2)nc1CN1CCCC(C(=O)N2CCOCC2)C1 (configuration not stated),-9,-4,-15,-1,x,-8,x,0.1,17
COCCn1nnnc1C(c1ccc(OC)cc1)N1CCN(C(=O)c2ccco2)CC1 (configuration not stated),-14,-4,10,7,7,-29,-1,0.9,6
COC(=O)CNC(c1ccccc1)c1cc(Br)ccc1NS(=O)(=O)c1ccc(C)cc1 (configuration not stated),-1,-4,-6,1,18,-12,-18,0.2,2
CCc1nc2ccc(C(=O)N(C)CCCN(C)C)cn2c1N(C)C(=O)C1CCCCC1,-3,-5,-3,0,x,-15,x,0.8,-9
O=C(c1cc(-c2ccccc2O)on1)N1CCc2ccccc2C1,8,-2,8,3,-2,31,-7,-0.8,-14
C/C(=N\Nc1cc(C)nc(NCc2ccccc2)n1)c1ccc([N+](=O)[O-])cc1,-2,-7,38*,-1,-36,10,-2,0.5,11
Cc1c(OCC(=O)NCCN2CCOCC2)ccc2c(-c3ccccc3)cc(=O)oc12,-10,-2,-2,1,-10,-11,-4,1.8,11
CC(C)C(C)(C#N)NC(=O)CSc1nc(C2CCCCC2)n(-c2ccccc2)n1 (configuration not stated),-3,-5,1,4,-17,-21,-4,0.5,17
Cc1ccc(C(=O)N/C(=C/c2cccnc2)C(=O)O)cc1,-7,-4,-2,0,-6,13,-3,0.5,21
O=C1CC(c2ccccc2Cl)C2=C(COC2=O)N1 (configuration not stated),0,-6,-7,12,0,-4,2,0.2,14
COc1ccc(Cl)cc1NC(=O)C1CC(=O)N(c2ccc(F)cc2)C1 (configuration not stated),-11,-4,-4,1,-17,1,-4,1.2,10
COc1ccccc1N(C)S(=O)(=O)c1ccc(C(=O)N2CCC2)cc1,-3,0,-21,3,x,-24,x,0.3,-2
C=CCOc1cccc(C(=O)N2CCC(CCC(=O)NC3CC3)CC2)c1,-4,-2,-11,3,-14,-31,-5,0.8,24
C=CCc1ccc(OCC(O)CN2CCCCC2C)c(OC)c1 (configuration not stated),2,-10,-44,14,-21,0,-9,0.1,13
CCOc1ccc(S(=O)(=O)N2CCC(C(=O)NCC3CCCO3)CC2)cc1 (configuration not stated),-12,-1,-11,1,-13,-7,-1,0.5,9
CCOc1ccc(C2=CSC3=NCCN23)cc1,11,-8,-1,4,-20,-14,-3,-0.1,-20
Cc1nn(Cc2ccc(F)cc2)c(C)c1NC(=O)c1cnn2c1NC(c1cccs1)CC2C(F)(F)F (configuration not stated),-18,-9,-8,11,-1,21,-1,1.4,15
O=c1cc(N2CCN(c3cccc(Cl)c3)CC2)[nH]c(=O)n1C1CCCCC1,-11,-2,-8,-2,-18,9,-9,-0.2,19
COc1ccc(CCNC(=O)CCC(=O)N2CCOc3ccc(C)cc32)cc1OC,19,-3,-8,0,-8,-7,-4,0.3,-9
CC(C)C(C(=O)NCc1ccccc1)N(CC1CCCO1)C(=O)CNS(=O)(=O)c1ccccc1 (configuration not stated),-12,-5,16,-4,-7,-17,-4,0.7,-2
CCOC(=O)[C@]12CCCC=C1N(Cc1cccc3ccccc13)C(=O)[C@H](CC(=O)N1CCN(C(=O)C3CC3)CC1)C2,-2,x,x,6,x,-11,x,0.2,-5
# Continuation.
SMILES,CHO-K1 Ca antag,CHRM1 agonist,CHRM1 antagonist,TAAR1 agonist,CHO parental Ca,TAAR1 antag,OXTR potentiator,CHO-K1 Ca ag,CHO-K1 Ca PAM
Cc1cccc(CN2CCOCCS2(=O)=O)c1,-16,-8,-2,3,-2,-4,-9,0.8,11
O=C(NCc1cccc2ccccc12)c1cccs1,-23,0,-9,0,-20,4,-6,1.8,21
CCCCC1(Cc2ccc(OC)c([N+](=O)[O-])c2)C(=O)N(c2ccccc2)N(c2ccccc2)C1=O,-4,-2,-33,3,-16,12,-1,0.8,9
NC(=O)c1cccnc1Nc1ccccc1Cl,-5,-6,-11,5,-2,-6,-1,0.4,14
COC(=O)[C@@H](Cc1ccccc1)NC(=O)[C@H]1O[C@@H](n2cnc3c(N)ncnc32)[C@H](O)[C@@H]1O,-27,-3,-32,4,x,-20,x,0.7,32
O=C(C/C=N\OCc1ccc([N+](=O)[O-])cc1)Nc1ccc(Br)cc1,-6,-6,2,7,-16,25,-20,3.9,20
O=C(COc1cccc(C(F)(F)F)c1)NNC(=O)Cn1c(=O)cnc2ccccc21,8,-2,0,17,-7,-26,-2,-0.3,2
CCOc1ccccc1-n1nnnc1SCC(=O)Nc1cc(C)on1,-17,-1,-4,3,10,-1,-9,4.7,23
CCOc1ccc(NC(=S)N2CCN(S(=O)(=O)c3ccc(OC)cc3)CC2)cc1,2,-1,0,3,x,-12,x,2.1,8
O=C(COC(=O)/C=C/c1ccc(OC(F)F)cc1)NC(=O)NC1CCCCC1,-1,-6,-9,-1,-15,21,3,1.0,22
COc1ccccc1Nc1nc(NCCO)nc(N)c1[N+](=O)[O-],-5,5,2,21,-6,9,-5,12,14
Cc1cc(C)n(-c2nc3c(c(=O)[nH]c(=O)n3C)n2Cc2cccc(Br)c2)n1,-6,-4,4,2,-20,-1,-8,-0.1,16
Cn1c(=O)c2c(ncn2CC(=O)OCC(=O)c2ccc(Br)cc2)n(C)c1=O,-10,-3,-16,-1,x,-27,x,3.6,13
CC(C)c1ccc(OCC(=O)Nc2ccc3oc(=O)ccc3c2)cc1,4,-4,-9,3,12,43,-14,6.8,-24
